eLon inh = inhibits E. coli Lon protease; purified E. coli Lon protease, fluorescence polarization; P0A9M0; AID 602123; hit rate 0.42% among 360,000; inhibition, % at 7.94 µM; in the data active means inhibition above about 13%, passing the limit was not always enough;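 further: 0% = enzyme with probe and DMSO and 100% = no enzyme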
FAS TE block = inhibitors of human fatty acid synthase thioesterase domain. P49327. recombinant FAS-TE, OMFH fluorogenic substrate, fluorescence endpoint. inhibition, % at 15 µM. hit rate 0.67% among 360,000;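 active means compounds whose normalised, plate-corrected inhibition of enzyme fluorescence in the single-dose primary screen is 50% or more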;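 further: 0% = DMSO with enzyme and 100% = substrate without enzyme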
MsrA inh = inhibitors of bovine MsrA; purified bovine MsrA, absorbance read-out; inhibition, % at 15.5 µM; hit rate 0.75% among 360,000; AID 651718; in the data active means inhibition above about 4.5%;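 further: 0% = vehicle wells with enzyme and 100% = reference inhibitor wells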
Neddylation inh = inhibitors of human cullin neddylation. calls only at 25 µM. hit rate 0.58% among 360,000. TR-FRET cullin neddylation, biochemical. AID 651699; in the data active means inhibition above about 36%
NRP1-CendR mod = NRP-1/CendR interaction modulation | hit rate 0.85% among 360,000 | FAM-RPARPAR peptide binding to NRP-1, fluorescence polarization | inhibition, % at 25 µM;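 active means inhibition or corrected inhibition above about 18%, plus a signal ratio from 0.5 to 1.5, limit read from the data, passing the limit was not always enough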; further: strong numbers were not always called active
Target sequence (O14786 whole entry, looked up): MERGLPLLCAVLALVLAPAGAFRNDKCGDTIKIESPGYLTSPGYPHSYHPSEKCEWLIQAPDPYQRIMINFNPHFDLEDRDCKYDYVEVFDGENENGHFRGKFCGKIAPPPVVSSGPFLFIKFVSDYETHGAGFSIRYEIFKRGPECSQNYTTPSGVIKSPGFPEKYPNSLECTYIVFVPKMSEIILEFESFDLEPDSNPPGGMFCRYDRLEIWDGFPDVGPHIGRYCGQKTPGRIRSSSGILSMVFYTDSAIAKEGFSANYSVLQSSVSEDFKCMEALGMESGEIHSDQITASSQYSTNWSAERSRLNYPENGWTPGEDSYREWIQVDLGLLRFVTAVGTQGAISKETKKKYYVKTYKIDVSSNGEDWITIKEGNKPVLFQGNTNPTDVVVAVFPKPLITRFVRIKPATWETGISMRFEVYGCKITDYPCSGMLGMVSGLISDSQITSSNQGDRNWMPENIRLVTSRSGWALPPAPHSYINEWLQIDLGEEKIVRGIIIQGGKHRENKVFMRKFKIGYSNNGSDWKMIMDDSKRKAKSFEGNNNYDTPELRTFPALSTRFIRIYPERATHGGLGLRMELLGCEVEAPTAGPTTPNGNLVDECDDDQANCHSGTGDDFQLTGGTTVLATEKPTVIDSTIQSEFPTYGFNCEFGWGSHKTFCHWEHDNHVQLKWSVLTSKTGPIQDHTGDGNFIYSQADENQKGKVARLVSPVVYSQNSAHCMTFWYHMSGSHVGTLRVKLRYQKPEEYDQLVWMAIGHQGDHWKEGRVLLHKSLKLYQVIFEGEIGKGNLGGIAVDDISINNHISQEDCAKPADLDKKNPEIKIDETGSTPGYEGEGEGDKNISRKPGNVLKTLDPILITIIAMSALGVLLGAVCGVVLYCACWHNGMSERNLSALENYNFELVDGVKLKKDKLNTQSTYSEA
SKN-1 block = blocks SKN-1 activity in C. elegans | C. elegans VP596 Pgst-4::GFP/RFP ratio, acrylamide-induced, 24 h | inhibition, % at 21.8 µM | hit rate 0.49% among 360,000;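 active means interference check ratio from 0.5 to 1.5 plus GFP to RFP signal ratio inhibition reaching or exceeding a fixed threshold, cut at about 30% in these data, passing the limit was not always enough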; further: some compounds called inactive have numbers as strong as hits
bovine MsrA act = activates bovine MsrA enzyme; purified bovine MsrA, absorbance read-out; activation, % at 10.6 µM; hit rate 0.3% among 360,000; in the data active means activation above about 7.5%;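 further: 0% = vehicle and 100% = reference activator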
Rin1-Abl PPI inh = inhibitors of human Rin1-Abl protein interaction; TR-FRET Rin1/Abl binding, biochemical; inhibition, % at 7.35 µM; hit rate 0.4% among 360,000; AID 588664; in the data active means inhibition above about 5%, passing the limit was not always enough
MT1-MMP act inh = inhibitors of human MT1-MMP activation; P50281; HT1080 RFP-PRO-GFP cells, GFP/RFP ratio fluorescence, overnight; percent of plate control window, DMSO zero; GFP/RFP ratio change, % at 20 µM; hit rate 0.061% among 360,000; AID 651647;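 active means GFP/RFP ratio change of at least 30% with cell ATP level not reduced by more than half and red fluorescence within 50% of control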; further: strong numbers were not always called active
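Assay system: HT1080 RFP-PRO-GFP cells. Benchmarks: DMSO vehicle wells and RFP-L50D-GFP reporter cell wells. Times: overnight cell settling, then overnight compound exposure, 37 °C, 5% CO2. Compound: 20 µM single dose, 1% DMSO. Read-out basis: GFP/RFP fluorescence ratio.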
Active calls of the source: *; i = inactive; x = no result given; + = active, no number.

SMILES	eLon inh	FAS TE block	MsrA inh	Neddylation inh	NRP1-CendR mod	SKN-1 block	bovine MsrA act	Rin1-Abl PPI inh	MT1-MMP act inh
CCCCCCCCCC[N+](C)(C)CC/C=C1/c2ccccc2Sc2ccc(Cl)cc21	2	-79	x	i	12	19	0	-3	-28
CC(C)[C@H](NC(=O)c1ccccc1)C(=O)OCC(=O)NCCc1ccc(F)cc1	-2	-7	0.0	i	-9	-3	-3	-3	4
Cc1ccc(S(=O)(=O)N(C)c2ccc3c(ncn3C)c2[N+](=O)[O-])cc1	5	-6	0.7	i	-6	13	6	3	7
CCN(CC)C(=O)C1CCCN(c2ccc([N+](=O)[O-])cc2/C=N/NC(=O)c2ccccc2)C1 (centres undefined)	-10	85*	0.6	i	-7	-3	-5	-4	-1
COC(=O)c1cc(=O)nc(NN=Cc2ccc(C)cc2)s1	3	3	-0.3	i	6	7	-4	2	4
CCOc1ccc(C(NC(=O)c2ccco2)c2ccc(OC)c(OC)c2)cc1 (centres undefined)	-2	-5	-1.5	i	1	4	1	1	-3
O=C(c1ccc([N+](=O)[O-])cc1[N+](=O)[O-])N1CCc2ccccc21	-8	4	0.1	i	16	13	1	-3	2
COc1ccccc1OCc1ccc(C(=O)Nc2ccccc2F)cc1	-5	-12	0.0	i	-4	4	-2	-4	-1
CC1(C)Cc2c(c(N3CCOCC3)nc3sc4c(NCc5ccccc5)nnnc4c23)CS1	-11	14	0.5	i	6	-7	-2	1	-1
O=C1c2ccccc2C(=O)N1S(=O)(=O)c1ccccc1	2	-7	-0.7	i	7	-19	2	-4	-2
Cc1c(Nc2ccc(C=O)cc2)c(=O)n(-c2ccccc2)n1C	-1	-10	3.4	i	1	8	-11	3	-4
CCc1nnc(NC(=O)CCN2C(=O)c3ccccc3C2=O)s1	0	-8	-0.1	i	-8	-5	-4	-3	3
COc1cc2c(cc1OC)CN(C(=O)CCN1C(=O)C3CCCCC3C1=O)CC2 (centres undefined)	-10	-10	-0.7	i	4	-5	-9	1	0
O=C(CCCCCCCC(=O)NCC1CCCO1)NCC1CCCO1 (centres undefined)	-8	-9	-1.1	i	-4	-17	-7	4	3
O=C(CN(C1CCCCC1)S(=O)(=O)c1ccc(Br)cc1)NCc1cccnc1	-3	0	0.7	i	13	7	-5	0	-1
COc1ccc(S(=O)(=O)N2CCCCC2)cc1Br	5	2	1.5	i	-9	26	-2	-1	-3
Cc1cc(S(=O)(=O)N2CCOCC2)ccc1OCC(=O)N1CCC(C)CC1	1	-4	-0.5	i	5	16	-1	4	-2
O=C(CC1SC(N2CCOCC2)=NC1=O)Nc1ccc(F)cc1 (centres undefined)	-4	-7	1.9	i	10	3	-6	1	-2
CCCOc1ccc(N2C(=O)CC(NCC#N)C2=O)cc1 (centres undefined)	3	-6	-1.5	i	-6	-21	-7	0	-6
CC(=O)NS(=O)(=O)c1ccc(NC(=O)c2ccc3c(c2)NC(=O)CS3)cc1	-4	-7	0.4	i	6	1	-3	2	-4
CC(C)C[C@H](NC(=O)c1[nH]cnc1C(=O)Nc1ccccc1)C(=O)OC(C)(C)C	-1	24	-0.3	i	-8	-2	-5	4	-33
COC(=O)CSc1nc(C)c(C)c(C)c1C(N)=O	-8	-2	1.0	i	-3	7	-1	-1	4
Cc1ccc(-c2nnc(-c3cccc(NC(=O)c4cccs4)c3)o2)cc1	-9	11	0.0	i	7	25	-1	-1	-7
COC(=O)c1c(NC(=O)C2CCCCC2)sc2c1CC(C)(C)NC2(C)C	-5	-2	-0.3	i	-7	-9	-1	0	-4
CC(C(=O)NC1CCCC1)N1C(=O)c2cccc3cccc1c23 (centres undefined)	-11	2	-0.6	+	-23	-11	-5	-6	-5
COc1ccc(CC(=O)OCCc2cc3cc(OC)c(OC)cc3c(=O)o2)cc1	-7	-1	-0.2	i	7	3	-9	1	2
N=c1c(C(=O)NC2CCCCC2)cc2c(=O)n3ccccc3nc2n1Cc1ccc(F)cc1	0	19	0.9	x	-13	5	-1	0	-5
O=C(O)C1CCCCC1C(=O)Nc1ccc(Cl)cc1 (centres undefined)	-1	-5	-0.5	i	-1	16	9.3*	1	3
Fc1ccc(Br)cc1/C=N/N1CCN(c2ccccc2)CC1	-8	20	0.5	i	14	5	-2	0	-1
N=c1sccn1CC(=O)N1CCc2ccccc21	2	-13	0.8	i	5	5	-4	2	-1

For convenience, 13 of the compounds above.
SMILES	eLon inh	FAS TE block	MsrA inh	Neddylation inh	NRP1-CendR mod	SKN-1 block	bovine MsrA act	Rin1-Abl PPI inh	MT1-MMP act inh
Cc1cc(S(=O)(=O)N2CCOCC2)ccc1OCC(=O)N1CCC(C)CC1	1	-4	-0.5	i	5	16	-1	4	-2
O=C(CC1SC(N2CCOCC2)=NC1=O)Nc1ccc(F)cc1 (centres undefined)	-4	-7	1.9	i	10	3	-6	1	-2
CCCOc1ccc(N2C(=O)CC(NCC#N)C2=O)cc1 (centres undefined)	3	-6	-1.5	i	-6	-21	-7	0	-6
CC(=O)NS(=O)(=O)c1ccc(NC(=O)c2ccc3c(c2)NC(=O)CS3)cc1	-4	-7	0.4	i	6	1	-3	2	-4
CC(C)C[C@H](NC(=O)c1[nH]cnc1C(=O)Nc1ccccc1)C(=O)OC(C)(C)C	-1	24	-0.3	i	-8	-2	-5	4	-33
COC(=O)CSc1nc(C)c(C)c(C)c1C(N)=O	-8	-2	1.0	i	-3	7	-1	-1	4
Cc1ccc(-c2nnc(-c3cccc(NC(=O)c4cccs4)c3)o2)cc1	-9	11	0.0	i	7	25	-1	-1	-7
COC(=O)c1c(NC(=O)C2CCCCC2)sc2c1CC(C)(C)NC2(C)C	-5	-2	-0.3	i	-7	-9	-1	0	-4
CC(C(=O)NC1CCCC1)N1C(=O)c2cccc3cccc1c23 (centres undefined)	-11	2	-0.6	+	-23	-11	-5	-6	-5
COc1ccc(CC(=O)OCCc2cc3cc(OC)c(OC)cc3c(=O)o2)cc1	-7	-1	-0.2	i	7	3	-9	1	2
N=c1c(C(=O)NC2CCCCC2)cc2c(=O)n3ccccc3nc2n1Cc1ccc(F)cc1	0	19	0.9	x	-13	5	-1	0	-5
O=C(O)C1CCCCC1C(=O)Nc1ccc(Cl)cc1 (centres undefined)	-1	-5	-0.5	i	-1	16	9.3*	1	3
Fc1ccc(Br)cc1/C=N/N1CCN(c2ccccc2)CC1	-8	20	0.5	i	14	5	-2	0	-1

(next part)
SMILES	eLon inh	FAS TE block	MsrA inh	Neddylation inh	NRP1-CendR mod	SKN-1 block	bovine MsrA act	Rin1-Abl PPI inh	MT1-MMP act inh
Cc1ccnc(NC(=O)C2COc3ccccc3O2)c1 (centres undefined)	-4	-10	-0.6	i	0	-7	-2	-1	-6
NC(=O)SCC(=O)Nc1ccc(Cl)c(Cl)c1	-2	-230	-1.1	i	0	7	1	3	-2
O=C(Nc1ccc(F)cc1F)N1CCCCC1c1cccnc1 (centres undefined)	-1	-6	-0.6	i	-3	-4	-1	1	3
CS(=O)(=O)c1ccc2nc(NC(=O)CN3CCC(Cc4ccccc4)CC3)sc2c1	-1	6	0.1	i	4	14	2	-1	-1
CN1OC[C@@H]2CN(C(=O)Cc3ccccc3)[C@H](c3ccccc3Br)C[C@@H]21	0	-7	0.0	i	0	-4	-11	7	5
O=C1C=C(OCCF)CC(c2cccc([N+](=O)[O-])c2)O1 (centres undefined)	x	x	0.2	i	13	-5	x	x	9
CC(C)Oc1ccc(N2CC(C(=O)Nc3ccc4c(c3)OCO4)CC2=O)cc1 (centres undefined)	8	-3	0.3	i	7	14	-1	-3	0
CC(=O)Nc1ccc(NC(=O)CCOc2ccccc2C)cc1	7	-7	-1.3	i	5	0	-1	2	3
O=[N+]([O-])c1ccc(-c2ccc(/C=N/c3c(-c4ccco4)nc4ccccn34)o2)cc1	80*	2	3.3	i	-3	5	-4	-6	-32
Cc1cc(C(F)(F)F)nc2c(Cl)c(C(C)(C)C)nn12	2	1	-0.3	i	5	19	-4	-4	0
O=C(NCc1ccccc1)C(c1ccccc1)n1c(=O)c(-c2ccco2)nc2ccccc21 (centres undefined)	x	x	-0.6	i	-66	5	x	x	-2
CC(C)NC(=S)Nc1ccc(Oc2ccccc2)cc1	4	5	0.6	i	10	11	5	-1	3
CCCCC[C@H]1CN(Cc2ccccc2)C(=O)[C@@H]1CC(=O)NCc1ccccc1	16	33	-0.7	i	-1	-3	0	3	1
Cc1cc(=O)[nH]c(SCC(=O)Nc2ccc(F)cc2)c1C#N	-3	4	-0.6	i	-6	4	-4	2	3
CC(C)(C)c1cc(NCc2ccccn2)n2ncc(-c3ccccc3)c2n1	4	30	-0.6	x	23	-6	-5	0	3
COc1ccc(CN(C)C(=O)CCl)cc1	1	-2	0.1	i	3	-1	-4	0	-8
O=C(Cc1c(F)cccc1Cl)N1CCN(C(=O)c2ccco2)CC1	-3	-8	-0.2	i	1	9	0	0	2
c1csc(-c2nc3c4ccccc4c4ccccc4c3[nH]2)c1	-8	23	1.5	x	-7	20	2	6	2
Cc1ccc(SCC(=O)NC(=O)c2ccccc2Br)c(C)c1	-7	4	-0.8	i	9	-2	-1	2	2
O=C(/C=C/c1ccccc1[N+](=O)[O-])c1ccccc1Br	-5	6	-0.6	i	1	-12	-13	1	-4
COc1ccc(NC(=O)c2ccc(NC(=O)c3cccs3)cc2)cc1	9	-3	-0.3	i	4	-5	-9	1	-5
CCOCCCn1c(=NC(=O)c2ccco2)c(C(=O)OCC)cc2c(=O)n3cccc(C)c3nc21	4	67*	0.3	x	-6	-8	-2	-8	2
Cc1sc(NC(=O)Cc2ccc3c(c2)OCO3)nc1-c1ccc2c(c1)CCN2C(=O)c1ccc(F)cc1	-1	15	0.3	i	-10	9	-8	0	-6
O=C(Nc1cc(C(F)(F)F)ccc1Cl)C(=O)N1CCCCC1	-5	-7	0.5	i	6	8	1	-1	3
CCOC(Cn1cc([N+](=O)[O-])c(=O)[nH]c1=O)OCC	-5	-12	1.4	i	4	-11	-2	4	5
CNC(=O)c1sc(N2N=C3/C(=C\c4ccccc4)CCCC3C2c2ccccc2)nc1C (centres undefined)	-18	16	3.4	x	-18	2	-7	3	-13
O=C(CNC(=O)c1cccc([N+](=O)[O-])c1)NC1CCCc2ccccc21 (centres undefined)	-3	39	-1.4	i	-2	3	0	0	-2

Screening results as filed in PubChem.
